SKKanGAS inh: S. pyogenes SKKanGAS growth inhibitors in kanamycin, primary screen, streptokinase expression inhibitor project, SKKanGAS strain, BacTiter-Glo luminescence. inhibition, % at 7.5 µM. 1.3% of 300,000 active. 6 h;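 active = mean replicate score, as percent of positive control median, at least 50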;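 also: strain carries kanamycin resistance gene driven by streptokinase promoter and grows in 40 µg/ml kanamycin; loss of luminescence reflects streptokinase promoter inhibition or plain growth inhibition; 0% = median of DMSO wells and 100% = positive control at its reference dose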
TMEM16A inh: TMEM16A chloride channel inhibitors, primary screen, cell-based, HTS; 1.2% of 310,000 active; HEK293 TMEM16A/YFP iodide influx fluorescence, ionomycin; normalized B-score (activity score, 25-100; higher = stronger inhibition) at 10 µM;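 active = ratio plate-corrected score three or more library SD toward inhibition, starting fluorescence score within five deviations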;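 also: score derived from kinetic fluorescence span divided by baseline fluorescence per well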
TRPC4 agonist: activators of mouse TRPC4 channel, primary screen, Fluo4 calcium, HEK293 TRPC4beta/mu-opioid cells. 0.49% of 310,000 active. Short transient receptor potential channel 4 (Mus musculus), Q9QUQ5. AID 2237, 2010. B-score at 10 µM. Fluo4 calcium fluorescence; active compounds read high;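 active = B-score above 5 SD of library B-scores, and initial fluorescence ratio not above library mean plus 5 SD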;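 also: positive B-score marks a calcium rise read as TRPC4 activation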
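system = HEK293 cells stably co-expressing mouse TRPC4beta and mu-opioid receptor | schedule = Fluo4 dye loading 45 min at room temperature, 110 s recording | measure = B-scored integrated calcium fluorescence ratio | signal = Fluo4 calcium-sensitive dye fluorescence, kinetic, 1 Hz baseline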
MrgX1 antagonist: antagonists of human MrgX1 receptor, primary screen, HEK293 cells, Fluo-4 calcium flux; B-score at 10 µM; 1.3% of 310,000 active; BAM8-22 antagonism; active compounds read low; Mas-related G-protein coupled receptor member X1 (Homo sapiens), Q96LB2; AID 588676, 2011;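 active = calcium-response B-score plate-corrected more than 3 library SD below zero, starting fluorescence within 5 deviations, no agonist response on first addition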;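 also: peak minus trough fluorescence over baseline after final BAM8-22 challenge near maximal dose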
Target sequence (Q96LB2 whole entry, looked up): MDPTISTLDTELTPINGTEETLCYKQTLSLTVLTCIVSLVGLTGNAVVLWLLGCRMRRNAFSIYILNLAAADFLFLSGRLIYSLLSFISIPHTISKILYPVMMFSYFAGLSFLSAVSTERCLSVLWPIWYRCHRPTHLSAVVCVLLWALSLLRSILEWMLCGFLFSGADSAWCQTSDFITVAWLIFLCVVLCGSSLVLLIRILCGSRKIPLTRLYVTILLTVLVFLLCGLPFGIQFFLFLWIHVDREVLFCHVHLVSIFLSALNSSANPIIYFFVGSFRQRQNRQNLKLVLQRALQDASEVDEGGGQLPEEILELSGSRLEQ
TRPC6 act: mouse TRPC6 channel activators, primary screen, cell-based, HEK293, membrane potential dye | Short transient receptor potential channel 6 (Mus musculus), Q61143 | HEK293-TRPC6 membrane potential dye fluorescence; active compounds read high | B-score at 10 µM | 0.13% of 310,000 active;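 active = B-score of the integrated fluorescence ratio above library mean plus 3 SD, and starting fluorescence ratio within library mean plus 5 SD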;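 also: higher score means more depolarization so channel activation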
TRPC4 PAM: positive allosteric modulators of TRPC4, primary screen, cell-based, mouse TRPC4beta, HEK293 mu-opioid, Fluo-4 calcium; B-score at 10 µM; DAMGO EC20, Fluo-4 Ca2+ flux; active compounds read high; 0.42% of 310,000 active; Short transient receptor potential channel 4 (Mus musculus), Q9QUQ5; AID 2227, 2009;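 active = B-score of calcium response area above 5 SD of library B-scores, with initial fluorescence ratio within 5 SD of library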;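 also: B-score of integrated fluorescence ratio over time as area under calcium response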
TMEM16A act: TMEM16A chloride channel activators or potentiators, primary screen, cell-based, HTS | HEK293 TMEM16A/YFP-H148Q/I152L, iodide quench fluorescence; active compounds read low | B-score at 10 µM | 0.3% of 340,000 active;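 active = fluorescence-ratio B-score plate-corrected deviation score at least 3 library SD below zero, with starting fluorescence score within 5 deviations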;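 also: channel opened by trigger with iodide after compound preincubation; score built on the fluorescence ratio of max minus min over baseline; more negative score means more quench and so TMEM16A activation or potentiation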
MrgX1 PAM: positive allosteric modulators of MrgX1, primary screen, HEK293 cells, Fluo-4 calcium flux | AID 588675, 2011 | 0.63% of 310,000 active | FDSS; active compounds read high | B-score at 10 µM | Mas-related G-protein coupled receptor member X1 (Homo sapiens), Q96LB2;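 active = plate-corrected calcium response at least 3 library SD above typical, normal starting fluorescence, not activating the receptor alone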;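 also: compound read alongside a low EC10 to EC30 dose of BAM8-22 agonist; peak minus trough fluorescence over baseline measured at the second addition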
MrgX1 agonist: agonists of human MrgX1 receptor, primary screen, HEK293 cells, Fluo-4 calcium flux. AID 588627, 2011. Mas-related G-protein coupled receptor member X1 (Homo sapiens), Q96LB2. B-score at 10 µM. 0.44% of 310,000 active. Fluo-4 calcium fluorescence, agonist mode; active compounds read high;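 active = calcium response B-score plate-corrected fluorescence ratio at least 3 library SD, with starting fluorescence B-score inside 5 SD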
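Assay system: stable human MrgX1 HEK293 cell line. Quantity: 15,000 cells per well. Schedule: cells plated overnight, dye loaded 0.5 h 37 °C, 0.5 h room temperature. Detection: Fluo-4 NW calcium-flux fluorescence, kinetic read. Read-out basis: peak-minus-minimum fluorescence over baseline, converted to B scores. Control set: positive and negative control wells on each plate.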
TRPC4 inh: inhibitors of mouse TRPC4 channel, primary screen, Fluo4 calcium, HEK293 TRPC4beta/mu-opioid cells | B-score at 10 µM | 0.39% of 300,000 active | DAMGO-evoked Fluo4 calcium flux; active compounds read low | AID 2247, 2010;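 active = B-score over 3 SD under the library average, no early fluorescence shift, positive overall ratio signal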
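Assay system: HEK293 cells with stable TRPC4beta plus mu-opioid receptor expression. Dosing: single dose. Measured by: Fluo4 Ca2+ flux fluorescence. Also added: DAMGO in two steps, submaximal then maximal. Read-out: B score from integrated Fluo4 fluorescence ratio.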
TRPC6 inh: mouse TRPC6 channel inhibitors, primary screen, cell-based, HEK293, membrane potential dye | 1.1% of 310,000 active | Short transient receptor potential channel 6 (Mus musculus), Q61143 | ACh-evoked depolarization; active compounds read low | B-score at 10 µM | AID 2553, 2010;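 active = B-score under library mean minus 3 SD, initial fluorescence not abnormally high, positive integrated signal ratio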;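 also: B-score derived from integrated fluorescence ratio over the kinetic read; more negative B-score means stronger inhibition of depolarization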
* = called active by the depositor; i = inactive; . = not tested or not shown. Compounds were not picked by outcome; overall some 6.7% were active at least once.

SMILES	SKKanGAS inh	TMEM16A inh	TRPC4 agonist	MrgX1 antagonist	TRPC6 act	TRPC4 PAM	TMEM16A act	MrgX1 PAM	MrgX1 agonist	TRPC4 inh	TRPC6 inh
Cc1ccn2cc(-c3ccc(Br)cc3)nc2c1	-4	i	i	i	i	i	i	15*	i	i	i
O=C(CSc1n[nH]c(=O)n1Cc1ccco1)c1ccc2c(c1)OCCO2	0	i	i	i	i	i	i	i	i	i	i
CCN(CC)CCN1C(=O)C(=O)/C(=C(/O)c2ccc(S(=O)(=O)N3CCOCC3)cc2)C1c1ccc(C)cc1 (centres undefined)	5	i	i	i	i	i	i	i	i	i	i
O=C(O)c1ccc(OCCn2ccnc2)cc1	0	i	i	i	i	i	i	i	i	i	i
O=C(CSc1nc2ccccc2[nH]1)NCc1ccc2c(c1)OCO2	-12	i	i	i	i	i	i	i	i	i	i
CCn1c(SCc2ccc(Cl)cc2Cl)nc2nc3c(cc2c1=O)CCCC3	-2	i	i	i	i	i	i	i	i	i	i
CCCCNc1c(N)n(CCCC)c(=O)[nH]c1=O	9	i	i	i	i	i	.	i	i	i	i
Cc1ccc(-c2cc(C(=O)NCCCN3CCOCC3)c3ccccc3n2)cc1	-3	i	i	i	i	i	i	i	i	i	i
COC(=O)Cc1c(C)nc2nc(-c3cccnc3)[nH]n2c1=O	0	i	i	i	i	i	i	i	i	i	i
O=C(O)CCCCCNc1nc(=S)[nH]c2ccccc12	-8	i	i	i	i	i	i	i	i	i	i
Cc1ccc(C(=O)N/N=C\C=C\c2ccccc2[N+](=O)[O-])cn1	-14	i	i	i	i	i	i	i	i	i	i
CCCCOc1ccc(C(=O)NCC2(c3ccc(OC)cc3)CCOCC2)cc1	1	i	i	i	i	i	i	i	i	i	i
CCN(CC(=O)Nc1ccc(C(=O)OC)cc1)Cc1ccccc1	9	i	i	i	i	i	i	i	i	i	i
COc1ccc(CCN2C(=O)C3C4C=CC(C3C2=O)C2C(=O)N(CCc3ccc(OC)c(OC)c3)C(=O)C42)cc1OC (centres undefined)	-8	i	i	i	i	i	i	i	i	i	i
CC(C(=O)O)n1cc(Cl)cn1 (centres undefined)	4	i	i	i	i	i	i	i	i	i	i
CC1(C)NC(=O)N(CCCCOc2ccccc2[N+](=O)[O-])C1=O	-20	i	i	i	i	i	.	i	i	i	i
CC(=O)Nc1ccc(S(=O)(=O)NCC(=O)OCc2ccccc2)cc1	-9	i	i	i	i	i	i	i	i	i	i
Cn1c(=O)c2ccccc2n(Cc2ccccc2F)c1=O	-6	i	i	i	i	i	i	i	i	i	i
CCOC(=O)c1[nH]c2ccc(OC)cc2c1NC(=O)CCN1CCC(C)CC1	-7	i	i	i	i	i	.	i	i	i	i
O=C(N/N=C\c1cc2c(cc1Cl)OCO2)c1ccc(Br)s1	-5	i	i	i	i	i	i	i	i	i	i
CCCCN(C)C(=O)C1CCN(Cc2cccc(OCc3ccccc3)c2)CC1	-3	i	i	i	i	i	i	i	i	i	i
Cc1ccc(SCC(=O)OCC(=O)NCCC2=CCCCC2)cc1	1	i	i	i	i	i	i	i	i	i	i
Nc1cccc(-c2nc3ccc(C(=O)c4ccccc4)cc3[nH]2)c1	9	i	i	i	i	i	i	i	i	i	i
COC(=O)c1ccccc1NC(=O)C1CC(=O)N(c2ccccc2)C1 (centres undefined)	0	i	i	i	i	i	i	i	i	i	i
CCOc1ccc(CCNC(=O)CCn2nc(C)c3c(C)n(-c4ccccc4)nc3c2=O)cc1	0	i	i	i	i	i	i	i	i	i	i
CCN(CC)S(=O)(=O)c1ccc(NCC2COc3ccccc3O2)c([N+](=O)[O-])c1 (centres undefined)	0	i	i	i	i	i	i	i	i	i	i
CC1=NC(Nc2nc(C)c3ccccc3n2)=NC(C)(C)C1	-8	i	i	i	i	i	i	i	i	i	i
CCOC(=O)c1cc2c(nc1NC(=S)Nc1ccccc1)CC(C)(C)OC2	-7	i	i	i	i	i	i	i	i	i	i
COc1ccccc1NC(=O)CN(C)S(=O)(=O)c1ccc(F)cc1	-5	i	i	i	i	i	i	i	i	i	i
COc1cc2nc(NCC3CCCO3)n3nc(-c4cccnc4)nc3c2cc1OC (centres undefined)	1	i	i	i	i	i	i	i	i	i	i
CCCNC(=S)NC1CC2CCCC(C1)N2Cc1ccc(F)cc1 (centres undefined)	2	i	i	i	i	i	i	i	i	i	i
CCOc1ccc(CCNC(=O)C(C)n2nc(C)n3c(cc4occc43)c2=O)cc1OCC (centres undefined)	-5	i	i	i	i	i	i	i	i	i	i
O=C(Nc1cccc2ccccc12)N(CCO)C1CCS(=O)(=O)C1 (centres undefined)	1	i	i	i	i	i	i	i	i	i	i
CN1CCN(Cc2nc3cc(NC(=O)COc4ccc([N+](=O)[O-])cc4)ccc3n2C)CC1	0	i	i	i	i	i	i	i	i	i	i
COc1ccc(/C=C(\C#N)C(=O)OCC(=O)NC2CC2)cc1	0	i	i	i	i	i	i	i	i	i	i
Cc1cc(C(=O)CSc2nnnn2-c2ccc(O)cc2)c(C)n1C	17	i	i	i	i	i	i	i	i	i	i
C=C(C)CN(CC)C(=O)CC1C(=O)NCCN1CC(C)(C)C (centres undefined)	-2	i	i	i	i	i	i	i	i	i	i
Cc1nnc(Oc2ccc([N+](=O)[O-])cc2)c2ccccc12	2	i	i	i	i	i	i	i	i	i	i
N/C(=N\OC(=O)C1CCCCC1)c1ccccn1	-2	i	i	i	i	i	i	i	i	i	i
COc1ccc(S(=O)(=O)N(C)CC(=O)NCCCN2CCOCC2)cc1Cl	1	i	i	i	i	i	i	i	i	i	i
CC(=O)c1ccccc1NC(=O)COC(=O)/C=C/c1ccc(C)o1	-3	i	i	i	i	i	i	i	i	i	i
CC1(C)CC2CC(C)(CN2/C=N/c2sc3c(c2C#N)CC(C)(C)NC3(C)C)C1 (centres undefined)	-5	i	i	-4.5*	i	i	i	i	i	i	i
CCCCNC(=O)c1cc2c(=O)n3cccc(C)c3nc2n(CCN2CCOCC2)c1=N	-1	i	i	i	i	i	i	i	i	i	-6.6*
CCNC(=S)N(Cc1ccc2c(c1)OCO2)C1CC(=O)N(c2ccc(F)cc2)C1=O (centres undefined)	5	i	i	i	i	i	i	i	i	i	i
N#Cc1c(N)nc2c(c1N)CC(C(F)(F)F)O2 (centres undefined)	1	i	i	i	i	i	i	i	i	i	i
CC(=O)C(Sc1nc(NC(C)(C)C)nc(N(C)C)n1)C(C)=O	-3	i	i	i	i	i	i	i	i	i	i
COc1ccc(C(=O)Nc2ccc3[nH]ccc3c2)cc1OC	1	i	i	i	i	i	i	i	i	i	i
CN1c2ccccc2C(O)=C(C(=S)Nc2ccc(Cl)cc2)S1(=O)=O	27	100*	i	i	i	i	i	i	i	i	i
CCOc1ccc(NC(=O)CCS(=O)(=O)c2cccc3nsnc23)cc1	-4	i	i	i	i	i	i	i	i	i	i
COc1ccc(S(=O)(=O)N2CC(C)N(S(=O)(=O)c3ccc(OC)cc3)CC2C)cc1 (centres undefined)	4	i	i	i	i	i	.	i	i	i	i
O=S(=O)(NC1CCCC1)c1cc(F)ccc1F	-5	i	i	i	i	i	i	i	i	i	i
COC(=O)c1ccc(CSc2nc3ccc(S(=O)(=O)N4CCOCC4)cc3[nH]2)cc1	-6	i	i	i	i	i	i	i	i	i	i
N#Cc1cccc(NC(=O)C2SC(=Nc3ccccc3)C(C(=O)N3CCOCC3)=C2N)c1 (centres undefined)	6	i	i	i	i	i	i	i	i	i	i
CCn1nc(C)cc1C(=O)N1CCCC(CCC(=O)NCc2ccccc2F)C1 (centres undefined)	2	i	i	i	i	i	i	i	i	i	i
Nc1ccnc(C(F)(F)F)c1C(=O)c1ccccc1	2	i	i	i	i	i	i	i	i	i	i
CC1CN(S(=O)(=O)c2ccc(NC(=O)CCN3C(=O)c4ccccc4C3=O)cc2)CC(C)O1 (centres undefined)	-9	i	i	i	i	i	i	i	i	i	i
Cc1cc(C)cc(OCc2nnc(SCC(=O)OC3CCCCC3)o2)c1	5	i	i	i	i	i	i	i	i	i	i
COc1ccc(C2CC(c3cccc(Cl)c3)n3nc(N)nc3N2)cc1 (centres undefined)	1	i	i	i	i	i	i	i	i	i	i
Oc1ccccc1C1=Nc2ncnn2C(c2ccccc2)C1 (centres undefined)	-9	i	i	i	i	i	i	i	i	i	i
O=S(=O)(c1cccc(-c2csc(-c3ccccc3)n2)c1)N1CCOCC1	-21	i	i	i	i	i	i	i	i	i	i
COCCN(C(=O)COC(=O)CCc1ccccc1OC)c1c(N)n(Cc2ccccc2)c(=O)[nH]c1=O	-7	i	i	-6*	i	i	i	i	i	i	i
CC1(C)CC(=O)C(C=NCC2CCN(C(=S)Nc3cccc(Cl)c3)CC2)=C(O)C1	1	i	i	i	i	i	i	i	i	i	i
CC(C)NC(=O)c1ccccc1NC(=O)CCc1ccccc1	-2	i	i	i	i	i	i	i	i	i	i

Screening data as filed in PubChem.
